MC4R antagonist – antagonists of human melanocortin 4 receptor (MC4R) | P32245 | MC4R-expressing cells, MTII-stimulated cAMP, LANCE TR-FRET | inhibition, % at 6.5 µM | 360,000 compounds, 0.48% hits;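 active = inhibition above its plate's cutoff, the mean of tested wells on that plate plus 3 SD, cut at about 29% in these data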;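 also: 0% = Melanotan II alone and 100% = Melanotan II plus saturating MCL0020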
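Test system: U2OS cells stably expressing human melanocortin 4 receptor (MC4R); also added: Melanotan II challenge; compound: 6.5 µM single dose; timing: 30-min compound preincubation, 1-h Melanotan II challenge, 1-h detection, room temperature; signal: Eu-cAMP/anti-cAMP TR-FRET, emission 671 nm; repeats: one well per compound, no replicates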
TLR9-MyD88 block – TLR9-MyD88 interaction inhibition; Q9NR96+Q99836; CHO BLA complementation TLR9-MyD88, CCF4 FRET ratio; inhibition, % at 4.98 µM; 340,000 compounds, 0.21% hits; AID 504734;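 active = inhibition above the mean over all tested compounds plus 3 SD, cut at about 21% in these data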;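 also: 0% = DMSO only wells and 100% = clavulanate BLA inhibitor control wells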
LRH-1 inv ag – NR5A2 inverse agonism in reporter assay | O00482 | HEK293T StAR-luciferase reporter, LRH-1 transfected, 24 h | inhibition, % at 3.6 µM | 360,000 compounds, 0.13% hits;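 active = inhibition above the mean inhibition of all tested compounds plus 3 SD, cut at about 73% in these data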;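 also: 0% = DMSO wells and 100% = reporter-only cells lacking LRH-1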
SRC1 inh – inhibits human SRC1 coactivator; Q15788; HEK293 GAL4-SRC1 luciferase reporter, luminescence; inhibition, % at 3.6 µM; 360,000 compounds, 0.12% hits;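 active = inhibition above the campaign mean plus 3 SD, with each screening campaign given its own cutoff, cut at about 60% in these data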;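 also: 0% = DMSO treated cells and 100% = gossypol at 36 µM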
NOD2 RIPK2 PPI – blocks binding of human NOD2 to RIPK2. CHO BLA complementation NOD2-RIPK2, CCF4 ratio. inhibition, % at 4.98 µM. 360,000 compounds, 0.38% hits; in the data active = inhibition above about 21%;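 also: 0% = vehicle only and 100% = reference blocker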
Target sequence (O43353 whole entry, looked up): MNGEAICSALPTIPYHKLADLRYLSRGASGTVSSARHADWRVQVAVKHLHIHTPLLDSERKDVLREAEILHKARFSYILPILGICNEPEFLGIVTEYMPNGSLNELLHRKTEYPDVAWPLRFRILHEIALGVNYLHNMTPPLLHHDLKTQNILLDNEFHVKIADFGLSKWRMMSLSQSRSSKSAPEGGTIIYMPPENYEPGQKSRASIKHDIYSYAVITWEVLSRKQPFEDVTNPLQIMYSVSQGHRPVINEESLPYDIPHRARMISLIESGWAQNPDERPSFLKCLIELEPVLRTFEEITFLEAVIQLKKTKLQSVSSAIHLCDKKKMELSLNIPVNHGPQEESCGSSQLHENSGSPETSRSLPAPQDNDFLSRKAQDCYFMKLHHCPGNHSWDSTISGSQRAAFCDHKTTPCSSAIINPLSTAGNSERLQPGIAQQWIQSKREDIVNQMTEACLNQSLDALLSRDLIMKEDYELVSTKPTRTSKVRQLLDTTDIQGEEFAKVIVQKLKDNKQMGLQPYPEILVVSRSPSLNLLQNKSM
ABHD5 PLIN5 PPI – inhibitors of human ABHD5-perilipin-5 interaction; Split G. princeps luciferase complementation, luminescence, 4 h; inhibition, % at 4 µM; 360,000 compounds, 0.78% hits;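 active = inhibition above the mean inhibition across every tested compound plus 3 SD, cut at about 22% in these data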;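 also: 0% = DMSO only wells and the 100% control is not disclosed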
SRC2 inh – human SRC2 (NCOA2) inhibition | inhibition, % at 9 µM | AID 651957 | Q15596 | 370,000 compounds, 0.17% hits | HEK293 GAL4-SRC2 luciferase reporter, luminescence;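 active = inhibition above the mean inhibition of all tested compounds plus 3 SD, set per campaign, cut at about 52% in these data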;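 also: 0% = DMSO treated cells and 100% = cells given Gossypol at 36 µM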
MC4R ag barr – activates human MC4R beta-arrestin recruitment; U2OS MC4R beta-arrestin complementation, luminescence; percent of melanotan II response, DMSO zero; activation, % at 8.9 µM; 360,000 compounds, 0.98% hits;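 active = activation above a per-plate cutoff, the mean activation of sample wells on that plate plus 3 SD, cut at about 8% in these data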
COUP-TFII inh – inhibitors of human COUP-TFII (NR2F2). P24468. HEK293T NGFI-A luciferase reporter, luminescence. inhibition, % at 8.6 µM. 370,000 compounds, 0.7% hits. AID 686940;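 active = inhibition above a per-plate cutoff, mean inhibition of test wells between control levels plus 3 SD, cut at about 38% in these data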;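 also: cells cotransfected with COUP-TFII expression vector driving the NGFI-A reporter; 0% = median of COUP-TF2 test wells and 100% = reporter-only cells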
Target sequence (P24468 whole entry, looked up): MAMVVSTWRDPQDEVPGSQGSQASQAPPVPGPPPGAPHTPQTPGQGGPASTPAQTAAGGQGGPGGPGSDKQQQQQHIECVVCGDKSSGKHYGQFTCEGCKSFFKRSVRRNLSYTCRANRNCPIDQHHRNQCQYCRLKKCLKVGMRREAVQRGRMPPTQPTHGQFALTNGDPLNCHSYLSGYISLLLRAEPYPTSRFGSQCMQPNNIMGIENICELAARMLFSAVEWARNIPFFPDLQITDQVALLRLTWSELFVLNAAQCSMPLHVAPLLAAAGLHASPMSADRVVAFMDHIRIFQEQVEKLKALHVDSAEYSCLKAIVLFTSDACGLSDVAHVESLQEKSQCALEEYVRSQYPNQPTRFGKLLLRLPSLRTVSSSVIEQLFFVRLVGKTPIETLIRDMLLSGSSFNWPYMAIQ
LMP1 NFkB inh – Epstein-Barr LMP1 NF-kappaB reporter inhibition | inhibition, % at 12.5 µM | LMP1-induced NF-kappaB luciferase reporter cells, luminescence | 350,000 compounds, 0.69% hits; in the data active = inhibition above about 41%;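 also: 0% = neutral control wells and 100% = reference inhibitor control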
NCOA3 inh – inhibitors of human steroid receptor coactivator 3 (SRC3) | Q9Y6Q9 | HEK293 GAL4-SRC3 luciferase reporter, luminescence | inhibition, % at 3.6 µM | 360,000 compounds, 0.17% hits;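 active = inhibition above a per-campaign cutoff, the mean of all compounds plus 3 SD, cut at about 60% in these data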;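 also: 0% = DMSO-treated cells and 100% = gossypol-treated cells at 36 µM; higher means less SRC3-driven luciferase light from the GAL4 reporter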
The depositor's hits bear a star; . = no result given.

smiles	MC4R antagonist	TLR9-MyD88 block	LRH-1 inv ag	SRC1 inh	NOD2 RIPK2 PPI	ABHD5 PLIN5 PPI	SRC2 inh	MC4R ag barr	COUP-TFII inh	LMP1 NFkB inh	NCOA3 inh
COc1ccc(OC)c(NC(=O)COC(=O)CCc2nc3ccccc3c(=O)[nH]2)c1	-2	4	9	0	-5	5	-13	-0.5	18	-6	-2
Cc1cccc(N2CCN(S(=O)(=O)c3c(C)[nH]c(C)c3C(=O)N3CCCC3)CC2C)c1 (configuration not stated)	7	-12	7	4	11	0	12	-0.8	-14	0	10
CSCCC(NS(=O)(=O)c1ccccc1)C(=O)OC(C)C(=O)Nc1ccc(Cl)cn1 (configuration not stated)	17	4	-14	-6	-3	-3	31	-1.8	-12	5	8
CCN(CC)C(=O)CSc1nc(-c2cccs2)cc(-c2cccs2)c1C#N	6	-7	-6	16	-7	10	-10	-1.9	-3	9	10
Cc1ccc2cccc(OC(=O)c3ccc4c(c3)OCCO4)c2n1	1	3	-11	-10	1	6	-4	0.3	-3	-4	9
O=C(NCC(=O)N(Cc1ccccc1)C(C(=O)NC1CCCCC1)c1ccco1)c1ccco1 (configuration not stated)	2	-11	-11	-12	2	-2	3	1.1	0	-4	0
O=C(Nc1ccc(F)cc1)Nc1nnc([C@H]2C[C@H](O)[C@@H](CO)O2)s1	11	.	-22	-13	-4	8	-17	0.2	-3	.	-33
COc1cc(N)c(Cl)cc1C(=O)OCC(=O)NCC1CCCCC1	1	9	13	2	1	3	-20	-1.6	-14	-11	7
COc1ccc(OC)c(Cc2nnc(CCC(=O)N3CCC(N4CCCCC4)CC3)o2)c1	6	.	0	1	-1	2	-16	2.0	17	2	9
CCCC/S(C)=N/S(=O)(=O)c1ccc(C)cc1 (configuration not stated)	1	0	12	1	3	5	-8	-2.0	-21	2	13
O=C(Nc1ccc(Br)cc1)c1cccc(N2C(=O)CCC2=O)c1	-2	7	-28	-82	10	-4	-42	-1.1	-1	10	-33
Cc1cc(NCCCN2CCOCC2)n2c(nc3ccccc32)c1C#N	4	8	4	7	0	1	-3	-2.5	-11	-10	-14
CC(=O)c1c(C)[nH]c(C(=O)Nc2cccc(S(=O)(=O)N(C)C)c2)c1C	19	-14	2	-32	-7	1	-91	-0.3	-71	-2	-17
COCCn1c(C)cc(C(=O)COC(=O)c2cccc(O)c2)c1C	3	1	-19	54	0	4	52	-0.2	72*	82*	60
Cc1cccc(OCc2nc3ccccc3c(=O)n2N)c1	17	-1	-63	-39	-5	3	-34	0.6	-34	-13	-14
Oc1ccc(Cl)cc1C=Nc1ccc(Br)cc1	3	-7	-11	7	1	-1	-3	-2.1	5	-32	9
CC(C)CN1C=C2C(=O)C(C)(OC(=O)CCc3ccccc3)C(=O)C=C2C=C1c1ccc(C#N)cc1 (configuration not stated)	6	-2	-10	-56	2	-9	-18	-1.3	1	-1	5
COc1ccc(C(=O)Nc2nc3nccc(-c4ccccc4)n3n2)cc1	-6	-12	-16	-1	1	1	-20	-1.6	-7	-4	-9
CCc1ccccc1NC(=O)CSc1nnc(-c2cc(C)[nH]n2)n1N	9	-5	1	-5	-3	-7	3	-2.2	-1	-1	2
O=S(=O)(Nc1cccc(-c2ccc(N3CCCCCC3)nn2)c1)c1ccc(C(F)(F)F)cc1	10	6	-64	-55	1	-11	-54	-0.1	-40	-22	-44
CCOC(=O)C(CCC(C)=O)C(=O)c1ccccc1 (configuration not stated)	0	3	16	-6	3	4	0	-0.3	3	-4	-2
COc1ccc(CNC(=O)CN(Cc2ccc(OC)cc2)C(=O)CCC(=O)Nc2ccccn2)cc1	-3	-11	3	13	-8	-10	-5	2.9	6	0	5
Cn1ccnc1SCC(=O)c1ccc(OC(F)F)cc1	7	13	-57	-36	-2	-3	-28	-1.2	-9	-20	-46
CN1C(=O)/C(=C\c2cccc(OCc3ccccc3)c2)SC1=S	17	-2	2	-23	5	-2	-25	1.8	11	-5	0
Cc1cc(C(=O)Nc2ccccc2N2CCOCC2)c2ccccc2n1	-2	-2	10	-3	-16	-4	4	-0.5	5	5	13

Additional records:
smiles	MC4R antagonist	TLR9-MyD88 block	LRH-1 inv ag	SRC1 inh	NOD2 RIPK2 PPI	ABHD5 PLIN5 PPI	SRC2 inh	MC4R ag barr	COUP-TFII inh	LMP1 NFkB inh	NCOA3 inh
O=C(O)C1CCN(C(=O)c2cc(F)cc3c2OCOC3)CC1	3	.	3	11	2	1	18	0.6	13	.	1
CN1C(=O)C(CC(=O)NC2CCCCC2)SC1=Nc1ccccc1 (configuration not stated)	3	10	-12	10	-13	-2	-21	-1.2	14	64*	11
COc1ccc(C(=O)NC(CO)c2nnc(SCc3ccc(Cl)c(Cl)c3)n2C)cc1 (configuration not stated)	3	3	19	-2	-1	-4	-7	-1.4	-12	-13	17
CSc1nnc(-c2ccc(NC(=O)CCc3ccccc3)cc2)n1C	3	-11	-3	0	0	2	-6	-0.6	-7	-4	-5
C=CCn1c(=N)n(CC(O)c2ccco2)c2ccccc21 (configuration not stated)	7	-6	1	1	1	11	-5	-0.9	-6	4	18
CN(c1ccccc1)S(=O)(=O)c1ccc(NC(=O)c2ccc(F)cc2)cc1	12	7	-6	-34	-4	-4	2	-1.6	2	-3	-8
COc1cc(O)c(C(CCN2CCCC2)c2ccc(N(C)C)cc2)c(OC)c1 (configuration not stated)	0	2	3	-11	1	1	-23	-1.2	-8	5	12
CCC(C)C(NC(=O)C1CCC(=O)N1C(=O)OCc1ccccc1)C(=O)NC(Cc1ccccc1)C(N)=O (configuration not stated)	-6	2	-3	11	-14	7	-10	2.2	13	-8	-31
CC(=O)c1ccc(-n2ccnc2)cc1	11	3	0	0	4	6	15	-1.3	-1	12	2
Nc1c(Cl)c(Cl)nc(C(=O)OCC(=O)NC2CCCCC2)c1Cl	0	-2	3	-50	1	3	-39	-0.7	-7	-3	0
CN1CCN(c2ccc(S(=O)(=O)N3CCCCC3)cc2NC(=O)CSC(C)(C)C)CC1	-1	1	22	-32	1	5	11	1.3	5	3	14
CCOC(=O)N1CCC(n2c(SCC(=O)OCc3ccccc3)nc3ccsc3c2=O)CC1	11	-3	-20	9	-6	5	10	0.0	-7	-1	26
O=S(=O)(c1ccc(Cl)cc1)c1nc(-c2ccco2)oc1N1CCOCC1	13	-8	-34	1	2	0	0	-2.1	-19	-4	3
CCO[C@@H]1OC(C(=O)NCc2nc3ccccc3[nH]2)=C[C@H](c2ccc(C(F)(F)F)cc2)[C@H]1CCCO	2	-8	-22	11	-10	-11	-10	-1.3	14	-10	3
COc1ccccc1C1CC(=O)Nc2cc3c(cc21)OCCO3 (configuration not stated)	0	2	15	8	-4	-5	31	3.5	6	10	15
O=C1CC(N2CCc3ccccc32)C(=O)N1c1ccccc1 (configuration not stated)	-4	-8	0	-6	-13	-3	-15	1.5	-11	-2	5
O=C(NC1CC1)C1CCCN1C(=O)NC1CCCCC1 (configuration not stated)	8	10	5	7	-12	2	2	-0.3	-13	1	-13
Cc1ccc(N(CCC(=O)O)S(=O)(=O)c2cccc(C(F)(F)F)c2)cc1	24	-2	13	-15	0	-5	-6	1.1	17	-4	24
CCOC(=O)c1c(NC(=O)COC(=O)Cc2c[nH]c3ccccc23)sc(C(=O)N(C)C)c1C	11	8	-4	-24	-7	0	8	-0.9	-1	-7	0
COc1ccc(NC(=O)C(c2ccc(OC)cc2)N(C)C(=O)c2cnccn2)cc1 (configuration not stated)	4	-7	-29	1	5	-6	6	0.5	21	1	-4
O=C(COC(=O)c1cc[n+]([O-])cc1)Nc1ccc([N+](=O)[O-])cc1	3	7	6	-19	2	-6	-14	-3.5	-5	-3	8
CC1(C(=O)NCc2ccc(F)c(F)c2)Cc2c(-c3cccc(C(N)=O)c3)ccnc2O1 (configuration not stated)	-11	.	5	-5	5	-4	-39	-1.7	-29	.	3
CCCN(C(=O)CSCc1ccc(C)cc1)c1c(N)n(Cc2ccccc2)c(=O)[nH]c1=O	4	5	14	-2	0	-5	-6	-1.5	1	-13	10
O=C(CN1C(=O)c2ccccc2C1=O)NCc1ccc(N2CCOCC2)cc1	6	-9	-4	-1	-24	-1	-1	-1.2	-2	2	10
O=c1c(O[C@H]2O[C@@H](CO)[C@H](O)[C@@H](O)[C@@H]2O)c(-c2ccc(O)cc2)oc2cc(O)cc(O)c12	0	-2	12	-3	-3	-3	3	-1.4	-1	-2	7

Other entries follow:
smiles	MC4R antagonist	TLR9-MyD88 block	LRH-1 inv ag	SRC1 inh	NOD2 RIPK2 PPI	ABHD5 PLIN5 PPI	SRC2 inh	MC4R ag barr	COUP-TFII inh	LMP1 NFkB inh	NCOA3 inh
CCN(CCNC(=O)C1CCCN(Cc2nc(-c3ccc(OC)cc3)oc2C)C1)c1ccccc1 (configuration not stated)	0	-8	-3	-8	-8	10	-15	-0.3	2	6	14
CC1CCC(=NNC(=O)c2ccccc2-n2cccc2)CC1 (configuration not stated)	15	-12	11	-6	-6	0	9	-1.6	8	5	-25
COC(=O)c1cc(=O)c2c(C)nc(C(Cl)(Cl)Cl)nc2[nH]1	-3	.	12	1	2	-1	-9	0.1	-13	-1	5
CCOc1ccc(Nc2nc(Cc3nnc(SCC(=O)O)o3)cs2)cc1	4	0	5	-7	0	-20	-16	0.5	-6	6	-4
Cc1ccc(S(=O)(=O)N2CCOC23CCN(S(=O)(=O)c2cccs2)CC3)cc1	-1	-6	21	-9	-15	-5	-45	-1.4	-4	-3	12
C#CCOCCOCCOCCNc1nc(N2CCN(C(=O)CCCCCCCCCCNC(=O)Cn3cc(C[C@@H](C)O)nn3)CC2)nc(N2CCN(C(=O)CCCCCCCCCCNC(=O)[C@H](CCCN=C(N)N)n3cc(C[C@@H](C)CC)nn3)CC2)n1	42*	19	-13	2	24*	55*	.	-2.0	.	3	-7
COc1cccc(C2=NOC(C(=O)N3CCN(Cc4ccccc4)CC3)C2)c1OC (configuration not stated)	0	5	5	-2	0	0	2	0.8	-5	3	7
COc1ccc(C)cc1NC(=O)C1CCN(S(=O)(=O)c2cccc3cccnc23)CC1	10	-2	-4	-6	4	3	-25	-0.6	0	-14	4
CCc1ccc(NC2Nc3cc(C)nn3S2)cc1 (configuration not stated)	12	1	-121	-96	-7	-2	-32	-2.7	-42	-53	-112
Cc1cccc(NC(=S)NCCC(c2ccccc2)c2ccccc2)c1	8	-10	-11	16	2	-4	-14	1.6	4	-10	-1
Cc1cc(NC(=O)COC(=O)c2cc(S(=O)(=O)N(C)C)ccc2Cl)no1	5	1	-19	-9	-9	-4	-1	0.0	-15	-4	-11

Bioassay records as filed in PubChem.

Only part of the results is shown. The share of hits here may be higher or lower than overall.
